# Screening data from PubChem.
# Chronic BCR inh: qHTS Assay to Find Inhibitors of Chronic Active B-Cell Receptor Signaling; Potency, µM (series often up to 46.1 µM), for inactives: top-dose ratio change, negative = lower green/red ratio, usual class: inhibitors; ABC-DLBCL IkBa-CBG/CBR reporter, luminescence ratio, 4 h; 340,000 tested, 0.05% active; active = well fitted inhibition curve with a large enough effect in the signal ratio, with a control signal flat, not every such curve was filed as active; inconclusive = small, poorly fitted or top-dose-only effect, or effect the other way, or a change in a side signal; the % refers to the signal ratio;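 note: potency is the fitted concentration of half-maximal effect; plate controls were basal doxycycline-induced cells for no effect and cells given 10 µM MG132 for full effect; MG132 reads +100%, hits lower the ratio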
#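 Compounds up to 46 uM were incubated four hours with TMD8 cells whose green CBG68 luciferase is fused to IkappaBalpha; red CBR luminescence normalised the signal, and concentration-effect curves were fitted to fusion, red and ratio data.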
# GALK inhibitor: qHTS Assay for Inhibitors of Human Galactokinase (GALK). Potency, µM (doses to about 57.5 µM), without a hit: top-dose activity change, negative = inhibition, actives largely listed as inhibitors. AID 1868, 2009. 270,000 tested, 0.007% active. Purified GALK, Kinase-Glo residual ATP luminescence; note: potency is the fitted concentration of half-maximal effect; % is set by controls: 0 for no effect and ±100 for the full control effect
#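 GALK at 5 nM final was combined with compound, 35 uM ATP and 100 uM galactose in HEPES pH8.0 with MgCl2 and DTT. The reaction ran one hour at room temperature before luminescent ATP detection.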
# hERG WT inh: qHTS for Inhibitors of KCHN2 3.1: Wildtype qHTS. 340,000 tested, 0.37% active. activity change, % at 1.84 µM. Voltage-gated inwardly rectifying potassium channel KCNH2 (Homo sapiens), Q12809. U2OS, BacMam KCNH2, thallium flux FluxOr; active compounds read low;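 active = maximum activity change below -70%; inconclusive = maximum activity change between -70% and -50%; inactive = maximum activity change above -50%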; note: % is set by controls: 0 for no effect and ±100 for the full control effect
#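 U2OS cells transduced with wild-type KCNH2 virus are loaded with FluxOr dye for 45 min, and thallium flux is measured in kinetic reads before and after stimulation buffer. Rate constants are normalized to DMSO controls.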
# USP2a inh: qHTS Assay for Inhibitors of Ubiquitin-specific Protease USP2a Using CHOP2 as the Reporter; Ubiquitin carboxyl-terminal hydrolase 2 (Homo sapiens), O75604; USP2 core, Ub-CHOP2 coupled fluorogenic reporter, 485/531; Potency, µM (titrated, usually from 38.3 µM), for the others: at the top dose activity change, negative = inhibition, usual class: inhibitors; 330,000 tested, 0.01% active;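 note: potency is the fitted concentration of half-maximal effect; plate controls were DMSO wells for no effect and full inhibition by NEM control for full effect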
#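 USP2 core (10nM final) preincubated 30min RT with compound in 20mM Tris-HCl pH 8.0, 2mM CaCl2, 2mM beta-mercaptoethanol, 0.05% CHAPS; 25nM Ub-CHOP2 plus 25nM reporter substrate added, fluorescence (Ex485/Em531) read after 60min.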
# Eya2 phos inh: qHTS Assay for Inhibitors of the Phosphatase Activity of Eya2; Protein phosphatase EYA2 (Homo sapiens), O00167; recombinant Eya2, OMFP fluorescence dephosphorylation (OMFP is methylfluorescein phosphate); Potency, µM (highest dose often 76.9 µM), inactives show at the top dose activity, negative = inhibition, usual class: inhibitors; 330,000 tested, 0.006% active; AID 488837, 2010; note: potency is the fitted concentration of half-maximal effect; % is set by controls: 0 for no effect and ±100 for the full control effect
#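 Eya2 protein (added as 0.2 uM solution) was preincubated with compound for 10 min at ambient temperature in 50 mM HEPES pH 7.5, 50 mM NaCl, 5 uM MgCl2, 0.05% BSA, 1 mM DTT. OMFP (added at 50 uM) then reacted 10 min; fluorescence read at 485/525 nm.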
# TSHR antagonist: Antagonists of the Thyroid Stimulating Hormone Receptor: HTS campaign. activity change, negative = inhibition, % at 11.5 µM. Thyrotropin receptor (Homo sapiens), P16473. AID 504810, 2011. TSHR-expressing cells, TSH-stimulated cAMP HTRF, 2 h; active compounds read low. 330,000 tested, 0.2% active;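 active = activity change below a set negative limit, meaning inhibition stronger than a set level, cut at about -70% in these data; inconclusive = activity change between two set negative limits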; note: % is set by controls: 0 for no effect and ±100 for the full control effect
# Target sequence (P16473 whole entry, looked up): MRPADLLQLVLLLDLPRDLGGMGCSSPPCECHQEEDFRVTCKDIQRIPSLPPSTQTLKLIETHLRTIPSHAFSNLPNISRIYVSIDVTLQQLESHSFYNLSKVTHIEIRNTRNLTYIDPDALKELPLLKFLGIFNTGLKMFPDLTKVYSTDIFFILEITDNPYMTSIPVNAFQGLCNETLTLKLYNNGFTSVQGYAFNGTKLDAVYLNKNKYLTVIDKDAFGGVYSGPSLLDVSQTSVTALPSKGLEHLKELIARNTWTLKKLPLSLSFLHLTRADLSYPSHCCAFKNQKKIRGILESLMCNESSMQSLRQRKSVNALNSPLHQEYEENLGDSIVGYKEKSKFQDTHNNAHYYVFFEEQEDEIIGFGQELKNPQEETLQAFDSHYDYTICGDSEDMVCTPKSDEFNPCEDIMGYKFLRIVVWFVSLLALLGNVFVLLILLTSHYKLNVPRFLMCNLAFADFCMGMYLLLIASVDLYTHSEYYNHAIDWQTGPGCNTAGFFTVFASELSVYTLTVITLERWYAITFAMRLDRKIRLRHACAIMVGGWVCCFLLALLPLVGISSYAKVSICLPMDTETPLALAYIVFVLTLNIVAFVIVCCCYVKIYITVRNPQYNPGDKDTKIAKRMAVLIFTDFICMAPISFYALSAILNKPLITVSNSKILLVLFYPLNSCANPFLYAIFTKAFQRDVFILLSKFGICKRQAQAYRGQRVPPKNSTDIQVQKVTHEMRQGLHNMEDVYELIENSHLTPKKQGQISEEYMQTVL
#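 Inhibition of cAMP made by TSHR-expressing cells under TSH stimulation (4nM final, EC80; 2 h, 37 deg C) is quantified with a one-step lysis HTRF kit, anti-cAMP cryptate versus cAMP-d2.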
# PKM2 act: qHTS Assay for Activators of Human Muscle isoform 2 Pyruvate Kinase; purified PKM2, Kinase-Glo ATP luminescence, activation; response scale: 0% is enzyme alone, no compound; Potency, µM (doses to about 57.5 µM), for the others: top-dose activation, most hits filed as activators; 260,000 tested, 0.34% active; note: potency is the fitted concentration of half-maximal effect; % is set by controls: 0 for no effect and ±100 for the full control effect; nearly all actives have a fitted effect of over 55% in size
#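 Kinase-Glo luminescence reports ATP generated from ADP (0.1 mM) and PEP (0.5 mM) by purified hPK-M2 after 1 h at room temperature, pH 7.2 imidazole buffer; intermediate enzyme activity allows detecting inhibitors and activators.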
# MBNL1-CUG inh: qHTS Assay for Inhibitors of MBNL1-poly(CUG) RNA binding | AID 2675, 2010 | 280,000 tested, 0.036% active | TR-FRET MBNL1-His/biotin-(CUG)12 binding, 665/545 ratio | Muscleblind-like protein 1 (Homo sapiens), Q9NR56 | Potency, µM (top dose mostly 57.5 µM), inactives show at the highest dose activity change, negative = inhibition, actives largely listed as inhibitors; active = well fitted inhibition curve with a large enough effect in the signal ratio, with a control signal flat, not every such curve was filed as active; inconclusive = small, poorly fitted or top-dose-only effect, or effect the other way, or a change in a side signal; inactive = no such curve, though single readings can be large or run the other way; the % refers to the signal ratio; note: potency is the fitted concentration of half-maximal effect; % is set by controls: 0 for no effect and ±100 for the full control effect
#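 MBNL1-His + Biotin-(CUG)12, cpd titration 92 nM–58 uM; Tb anti-His Ab 0.055 ng/ul, SA-XL665 5 nM (final); 60 min RT; ratiometric 665/545 nm, Ex 340 nm; normalized to buffer and full-complex controls.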
# S-ASM inh: Inhibitors of Secretory Acid Sphingomyelinase (S-ASM): qHTS; placental ASM, HMU-PC fluorogenic substrate, 60 min; Potency, µM (titrated, usually from 57.5 µM), inactives show at the top dose activity change, negative = inhibition, actives largely listed as inhibitors; 340,000 tested, 0.006% active; AID 504937, 2011; note: potency is the fitted concentration of half-maximal effect
#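 Fluorogenic HMU-PC substrate (9 uM final) is turned over by placental ASM in 60 min at 37 C after a 10 min compound preincubation. Reaction ended by alkaline stop (pH 10), with fluorescence read at 386/447 nm.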
# Menin MLL FP TR: qHTS Assay for Inhibitors Targeting the Menin-MLL Interaction in MLL Related Leukemias: Competition With Texas Red Labeled MLL-derived Mutant Peptide; AID 1768, 2009; 270,000 tested, 0.23% active; Potency, µM (titrated, usually from 61.6 µM), for inactives: at the highest dose FP activity change, negative = inhibition, most hits filed as inhibitors; Menin + Texas Red MLL mutant peptide, fluorescence polarization; active = well fitted inhibition curve with a large enough effect in the polarisation, with a control signal flat, not every such curve was filed as active; inconclusive = small, poorly fitted or top-dose-only effect, or effect the other way, or a change in a side signal; inactive = no such curve, though single readings can be large or run the other way; the % refers to the polarisation; note: potency is the fitted concentration of half-maximal effect; % of control where 0% means no effect; many of its hits are not listed in these tables
# Mito fusion yeast: qHTS Assay for Small Molecule Inhibitors of Mitochondrial Division or Activators of Mitochondrial Fusion. S. cerevisiae fusion-defective mutant growth rescue, CellTiterGlo 48 h. Potency, µM (titrated, usually from 46.1 µM), for inactives: at the top dose growth rescue (activation), actives largely listed as activators. 320,000 tested, 0.23% active. AID 485298, 2010;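 note: potency is the fitted concentration of half-maximal effect; % of control where 0% means no effect; nearly all actives have a fitted effect of over 45% in size; temperature-sensitive fusion mutants such as fzo1-1 at 37 °C on non-fermentable ethanol glycerol medium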
#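 Growth-rescue viability read-out: after 48 h at the non-permissive 37C in glycerol/ethanol YPEG, yeast mitochondrial fusion mutants are measured by CellTiterGlo luminescence; compounds (23 nl pinned per well) restoring growth score as division inhibitors or fusion activators.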
# Numbers without * were called inactive; ? = inconclusive; / = not tested or not shown; [ ] = remark or other dose. Unless noted, calls come from the whole dose curve; as a rule, active = well fitted curve in the direction sought with a large enough effect; inconclusive = small, poorly fitted or top-dose-only effect, or another doubt; inactive = no such curve, though single readings can be large; an effect the other way counts as inactive or inconclusive. Some of the compounds tested (hit frequency here may not be typical).
SMILES	GALK inhibitor	Chronic BCR inh	hERG WT inh	USP2a inh	S-ASM inh	MBNL1-CUG inh	Mito fusion yeast	PKM2 act	Menin MLL FP TR	TSHR antagonist	Eya2 phos inh
Cc1cc(=O)oc2c1c(C)nn2-c1ccc(Br)cc1	-3%	?	2	8%	-1%	1%	3%	-2%	25%	-3	-22%
CCCOc1ccc(/C=N/Nc2ccc(C(=O)O)cc2)c(OCCC)c1	3%	?	-1	1%	264%[activator]	1%	0%	-4%	?	-6	15%
CCN(CC(=O)N1CCOCC1)S(=O)(=O)c1ccc(C)cc1	-2%	-5%	-23	-2%	6%	12%	3%	4%	-25%	-7	22%
O=C(N/N=C/C=C/c1ccco1)c1ccncc1	1%	?	-3	1%	-1%	?	-1%	-2%	/	-9	13%
C/C(Cn1nnc2ccccc21)=N\NC(=O)c1cccc(Br)c1	2%	?	-6	0%	-1%	1%	-2%	7%	6%	2	-24%
Cc1ccc(C)c(C(=O)CSc2nc3ccccc3c(=O)[nH]2)c1	-1%	?	-1	4%	3%	8%	5%	1%	-7%	-11	10%
COc1ccc(S(=O)(=O)N2CCCCCC2)cc1N	11%	-4%	-1	0%	7%	-3%	6%	6%	-12%	5	-8%
COc1ccc(CN2CCNC(=O)C2CC(=O)NCCSc2nccn2C)cc1OC (stereo unspecified)	1%	-11%	7	-1%	8%	-3%	1%	-4%	1%	-3	-5%
COc1ccc(/C=N/OC(=O)Nc2ccccc2OC)cc1	-6%	?	-21	1%	-3%	-9%	-1%	15%	0%	5	-8%
COc1ccc(-c2cc(-c3c(O)c(OC)c4occc4c3OC)[nH]n2)cc1OC	0%	?	-8	-9%	-18%	-10%	4%	-3%	?	-10	-3%
Cc1ccc(N(CC(=O)N/N=C/c2cccs2)S(C)(=O)=O)cc1Cl	0%	-8%	1	1%	-1%	8%	10%	10%	?	15	-23%
COc1ccccc1NC(=O)COC(=O)CCC1CCCC1	/	-17%	1	4%	-2%	/	/	/	/	14	-11%
COc1ccc(CCNCC(=O)Nc2ccc(OC(F)F)cc2)cc1	-5%	-13%	0	3%	-2%	-4%	4%	-10%	-11%	13	-16%
Cc1ccc(NC(=O)CCNC(=O)c2ccccc2Cl)nc1	-9%	6%	-9	3%	3%	-5%	-2%	/	/	30	6%
C/C(=N\NC(=O)c1ccc(C)cc1C)c1ccc(-n2ccnc2)cc1	2%	1%	2	1%	1%	7%	1%	1%	6%	3	11%
CN1CCN(Cc2nc(-c3cccs3)no2)CC1c1ccccc1 (stereo unspecified)	3%	?	8	-4%	-3%	-3%	-12%	-16%	17%	26	-5%
N/C(=N\OC(=O)CCc1ccccc1)c1ccc(Br)cc1	-3%	?	-6	-1%	3%	-2%	8%	-2%	32%[activator]	-14	9%
CSc1ccc(Cn2nnc(C(=O)NCc3ccccc3)c2N)cc1	2%	-3%	-1	0%	-2%	5%	-4%	-2%	?	19	-17%
Cc1ccc(C)c(N2CC(C(=O)O)CC2=O)c1 (stereo unspecified)	4%	?	5	0%	1%	-6%	-3%	2%	18%	11	-9%
CCOC(=O)CSc1nc2c(sc(=S)n2-c2ccccc2)c(=O)n1-c1ccc(OC)cc1OC	/	-7%	/	-4%	0%	8%	27%	/	25%	6	1%
Cc1ccc(C)c(OCCn2cc(/C=C(\C#N)C(=O)NCc3ccco3)c3ccccc32)c1	0%	-8%	11	0%	63%	/	-1%	-6%	-4%	2	3%
Cc1ccc(SCC(=O)N2CC(C)OC(C)C2)cc1 (stereo unspecified)	0%	-6%	-5	0%	1%	3%	7%	6%	2%	1	-4%
CCC(C)c1c(O)nc(SCC(=O)c2ccccc2)[nH]c1=O (stereo unspecified)	4%	2%	2	1%	0%	18%	5%	0%	5%	-2	-2%
COc1cccc(N2CCN(CC(=O)Nc3ccc(S(=O)(=O)N4CCCCCC4)cc3)CC2)c1	/	-1%	2	1%	-1%	/	22%	/	/	3	10%
Cc1c(Cl)cccc1NC(=O)CNC(=O)Cc1n[nH]c(=O)c2ccccc12	/	-10%	0	-1%	0%	/	/	/	/	20	-8%
CCn1c(CC(=O)Nc2ccccc2)nnc1SCC(=O)N1CCOCC1	-3%	-1%	3	-1%	6%	1%	2%	-2%	8%	4	-8%
COc1ccc(C(=O)Nc2cc3c4c(c2)CC(=O)N4CCC3)cc1	/	-6%	-3	0%	-1%	/	-8%	/	/	-10	5%
c1ccc(NC2=NCCN2CC2CCCCCC2)cc1	/	0%	13	1%	-1%	/	1%	/	/	-6	-5%
O=c1c2ccccc2nc(-c2cccs2)n1-c1cccc2ccccc12	/	-1%	-15	-2%	-4%	-17%	?	-2%	1%	-14	8%
C=CCOn1c(=O)c(-c2ccc(Br)cc2)[n+]([O-])c2ccccc21	0%	3%	-6	0%	30%	?	9%	/	?	-5	14%
CC(=O)c1cccc(NC(=O)c2ccc(N(C)S(C)(=O)=O)cc2)c1	2%	-1%	-5	4%	-1%	-14%	-4%	-2%	-4%	-2	-3%
COc1ccc(N2CCN(S(=O)(=O)CCNC(=O)c3ccco3)CC2)cc1	/	0%	-18	2%	1%	/	-1%	/	/	1	23%
CCCn1cnnc1CNC(=O)C1CCC(=O)N(CCCc2ccccc2)C1 (stereo unspecified)	-5%	-1%	-8	1%	-1%	2%	0%	/	2%	7	2%
COC(=O)CN1C(=O)CC(C)(C)S(=O)c2ccccc21 (stereo unspecified)	-1%	-1%	0	0%	1%	0%	0%	2%	6%	0	11%
CCOc1ccccc1NC(=O)CN1C(=O)COc2ccccc21	-4%	-3%	-21	0%	0%	-6%	0%	0%	-4%	17	-12%
Cc1nnc2ccc(-c3cccc(NC(=O)Cc4cccs4)c3)nn12	0%	?	-7	2%	-5%	?	9%	-1%	?	-9	6%
COC(=O)c1ccc(/C=C(\C#N)c2nc3ccccc3s2)cc1	-1%	?	-2	6%	16%	6%	-5%	-6%	13%	3	12%
Cc1ccccc1-n1c(SCc2cc(=O)n3ccccc3n2)nc2[nH]ncc2c1=O	0%	?	-19	3%	5%	?	-3%	-6%	-17%	14	13%
COc1cccc(-c2ccc(=O)n(CC(=O)Nc3ccc(C(=O)N4CCCC4)cc3)n2)c1	-1%	-13%	-1	2%	-3%	10%	0%	4%	?	-14	-1%
Cn1nc(C(F)(F)F)c(-c2ccc(F)cc2)c1NC(=O)c1cccnc1	/	-7%	2	1%	1%	-3%	7%	4%	/	-7	1%
Cc1[nH]n(-c2ccc([N+](=O)[O-])cc2)c(=O)c1C=NCCc1c(C)[nH]c2ccccc12	-2%	-3%	1	-10%	-18%	-24%	3%	11%	?	-1	-3%
O=C(CSc1nnc(CNc2ccc(F)cc2)n1CC1CCCO1)N1CCOCC1 (stereo unspecified)	12%	-10%	0	2%	4%	-4%	-12%	-4%	-6%	6	2%
CCCCN(C)C(=O)c1nc2ccccn2c1CN1CCN(c2ncccn2)CC1	1%	-4%	-20	2%	-8%	15%	-1%	-1%	1%	-1	1%
